LYPLA2 counter: counter-screen for PME1 inhibitors: inhibitors of human LYPLA2 | O95372 | 320,000 tested, 0.38% active | inhibition, % at 5.9 µM | AID 2177 | recombinant LYPLA2, FP-Rh probe fluorescence polarization;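 active = inhibition above the screen-wide mean plus 3 SD, limit set per campaign, cut at about 26% in these data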;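 note: 0% = LYPLA2 with DMSO and 100% = wells lacking LYPLA2 enzyme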
Target sequence (O95372 whole entry, looked up): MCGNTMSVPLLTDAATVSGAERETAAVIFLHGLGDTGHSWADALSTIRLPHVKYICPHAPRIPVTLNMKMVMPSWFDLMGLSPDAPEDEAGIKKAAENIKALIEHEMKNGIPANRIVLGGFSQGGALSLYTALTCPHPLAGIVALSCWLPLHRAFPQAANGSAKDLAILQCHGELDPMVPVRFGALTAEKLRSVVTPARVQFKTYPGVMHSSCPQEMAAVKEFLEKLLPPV
PAFAH2 FP inh: inhibitors of human PAFAH2; AID 492956; recombinant PAFAH2, FP-rhodamine activity probe, fluorescence polarization; 340,000 tested, 0.99% active; Q99487; inhibition, % at 3.39 µM;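 active = inhibition above the mean over all tested compounds plus 3 SD, cut at about 30% in these data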;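 note: inhibitors block probe labeling of enzyme so polarization drops; 0% = enzyme with DMSO and 100% = wells lacking PAFAH2 protein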
PAFAH1B3 inh: PAFAH1B3 (human) inhibition | inhibition, % at 3.39 µM | 340,000 tested, 0.28% active | Q15102 | recombinant PAFAH1B3, FP-rhodamine probe, fluorescence polarization;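 active = inhibition above the screen-wide average of all tested compounds plus 3 SD, cut at about 25% in these data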;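 note: 0% = enzyme with DMSO only and 100% = wells lacking PAFAH1B3 protein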
PREPL inhibitor: inhibitors of human prolyl oligopeptidase-like enzyme PREPL; Q4J6C6; recombinant PREPL, fluorescence polarization activity-based probe; inhibition, % at 5.96 µM; 320,000 tested, 0.68% active; AID 2751; in the data active = inhibition above about 43%;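 note: 0% = enzyme with DMSO and 100% = wells lacking enzyme; many of its hits are not listed in these tables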
LYPLA1 counter: blocks human lysophospholipase 1, a PME1 counter-screen. recombinant LYPLA1, FP-Rh probe fluorescence polarization. 320,000 tested, 0.16% active. inhibition, % at 5.9 µM. O75608. AID 2174;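 active = inhibition above the mean of all tested compounds plus 3 SD, set per campaign, cut at about 14% in these data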;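 note: inhibitors block serine hydrolase probe labeling of LYPLA1 so polarization falls; 0% = enzyme with DMSO and 100% = wells lacking LYPLA1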
Target sequence (O75608 whole entry, looked up): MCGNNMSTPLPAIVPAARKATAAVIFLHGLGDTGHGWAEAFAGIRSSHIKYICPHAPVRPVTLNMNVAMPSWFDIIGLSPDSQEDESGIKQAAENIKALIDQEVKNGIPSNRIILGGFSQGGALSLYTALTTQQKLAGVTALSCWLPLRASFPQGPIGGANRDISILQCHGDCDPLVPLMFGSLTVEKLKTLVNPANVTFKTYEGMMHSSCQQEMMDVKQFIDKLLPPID
pPAFAH inh: pPAFAH (human) enzyme inhibition | Q13093 | recombinant pPAFAH, FP-rhodamine probe fluorescence polarization | inhibition, % at 3.39 µM | 330,000 tested, 1.5% active | AID 463082;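 active = inhibition above the mean inhibition across the screen plus 3 SD, cut at about 25% in these data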;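 note: inhibitors block binding of the rhodamine activity-based probe so polarization drops; 0% = enzyme with DMSO and 100% = wells lacking pPAFAH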
PAFAH1B2 FP inh: blocks human PAF acetylhydrolase 1b catalytic subunit 2; inhibition, % at 3.39 µM; P68402; AID 492953; recombinant PAFAH1B2, FP-rhodamine activity probe, fluorescence polarization; 340,000 tested, 1.2% active;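 active = inhibition above the mean of all tested compounds plus 3 SD, cut at about 24% in these data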;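 note: 0% = enzyme with DMSO and 100% = wells lacking PAFAH1B2; many of its hits are not listed in these tables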
Target sequence (P68402 whole entry, looked up): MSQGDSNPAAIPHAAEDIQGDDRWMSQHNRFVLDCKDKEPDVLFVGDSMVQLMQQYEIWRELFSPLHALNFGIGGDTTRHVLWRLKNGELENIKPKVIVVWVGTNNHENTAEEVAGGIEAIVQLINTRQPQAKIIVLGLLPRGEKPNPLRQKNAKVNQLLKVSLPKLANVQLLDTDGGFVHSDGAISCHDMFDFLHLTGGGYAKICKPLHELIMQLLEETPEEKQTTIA
ZTA DNA inh: blocks Epstein-Barr virus ZTA, an EBNA-1 counter-screen | 320,000 tested, 0.15% active | inhibition, % at 11 µM | ZTA-DNA binding, fluorescence polarization | P03206; in the data active = inhibition above about 33%
Target sequence (P03206 whole entry, looked up): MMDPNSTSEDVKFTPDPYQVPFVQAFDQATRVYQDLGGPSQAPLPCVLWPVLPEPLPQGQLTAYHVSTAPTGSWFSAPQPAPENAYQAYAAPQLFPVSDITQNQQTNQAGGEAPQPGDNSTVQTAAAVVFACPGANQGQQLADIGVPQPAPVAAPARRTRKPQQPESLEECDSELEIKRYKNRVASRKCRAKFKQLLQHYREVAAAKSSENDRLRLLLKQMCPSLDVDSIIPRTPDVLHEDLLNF
EBNA-1 inh: blocks EBNA-1 binding to DNA; EBNA-1 DNA binding, fluorescence polarization; 300,000 tested, 0.34% active; inhibition, % at 14.8 µM; AID 1950; in the data active = inhibition above about 28%
An asterisk follows results filed as active; . = not tested or not shown.

Structure	LYPLA2 counter	PAFAH2 FP inh	PAFAH1B3 inh	PREPL inhibitor	LYPLA1 counter	pPAFAH inh	PAFAH1B2 FP inh	ZTA DNA inh	EBNA-1 inh
COc1cccc(OCC(O)CN2CCN(C)CC2)c1 (centres undefined)	-2.4	-5.2	4.6	9.9	0.7	-4.0	0.2	10.0	10.0
COc1ccc(NC(=O)CN(C)S(=O)(=O)c2cnc[nH]2)cc1	-3.1	-9.2	-3.7	11.2	-0.1	3.6	1.6	-5.2	-8.1
CC(=O)c1ccc(N2CCN(C(=O)C3CCCN3S(=O)(=O)c3cccc4nsnc34)CC2)cc1 (centres undefined)	7.7	1.8	10.0	6.5	3.4	6.1	-2.8	-15.7	-17.8
O=c1ccccn1CCOc1ccccc1Cl	7.5	4.1	5.0	8.4	1.2	1.9	-3.7	-9.5	6.4
COc1c(/C=N/NS(=O)(=O)c2ccc(C)cc2)c(CCN(C)C(C)=O)cc2c1OCO2	-4.3	-4.8	1.3	-3.1	-3.2	5.0	0.0	5.9	-7.6
O=C(c1ccccc1)N1CCN(S(=O)(=O)c2ccccc2)CC1	3.6	4.0	-0.8	-6.1	0.7	3.5	5.0	-0.5	3.8
O=C1c2cccc3cccc(c23)C(=O)N1c1ccccc1Cl	1.0	-8.3	8.2	-9.7	-1.9	5.4	2.5	2.8	1.0
CCOc1ccc(C(O)c2nccn2Cc2ccccc2)cc1 (centres undefined)	-2.1	3.1	2.9	3.5	-0.8	-0.8	3.6	13.2	-1.6
Cc1cccc(NC(=O)Cn2nc(C(F)(F)F)cc2C2CC2)c1	3.5	2.8	1.0	14.1	-1.2	0.1	1.4	-6.5	6.9
Cc1ccc(C(=O)Nc2cccc(C(=O)NC3CCCCC3)c2)cc1	30.1*	-5.0	12.7	19.8	-2.0	4.1	0.6	-12.3	-3.3
O=C(O)c1cc(S(=O)(=O)N2CCCCC2)ccc1Cl	7.2	-2.2	11.2	13.7	2.2	-2.3	7.5	-4.5	2.1
COc1ccc(-c2nnc3cccc(Cl)n23)c(OC)c1	6.5	-9.8	2.2	-4.3	1.2	2.3	1.6	3.0	11.8
COC(=O)C(Cc1ccc(O)cc1)NC(=O)c1ccccc1OC (centres undefined)	-2.2	-8.7	10.2	10.9	-0.7	-0.1	3.7	-5.3	-18.5
COc1ccc(CCN(C)C(=O)c2ccc(S(=O)(=O)NCc3ccco3)cc2)cc1OC	-2.9	-8.0	2.3	-3.1	-1.4	1.7	2.1	-5.8	2.6
O=C(c1ccccc1NS(=O)(=O)c1ccc(F)cc1)N1CCCC1	-3.1	7.7	7.7	-0.9	-0.7	4.1	-0.6	9.3	6.1
CC(C)(C)C(=O)Nc1ccc(C(=O)N/N=C/c2ccccc2OC(=O)c2ccc(Cl)cc2)cc1	-80.6	-86.2	-16.9	-2.6	-42.9	-10.7	-5.8	-11.2	-4.0
CCOC(=O)C(=CNc1cccc(C)n1)C(=O)OCC	0.5	-2.4	-0.3	8.6	5.1	0.8	-0.8	-6.5	8.0
CCc1ccccc1Nc1nc(N)nc(COC(=O)c2cccn2C)n1	13.9	-1.1	5.5	2.8	0.1	2.9	5.6	6.4	2.8
CCN1CCN(/C=N/c2nc(C)cs2)CC1	4.3	-0.6	9.1	1.5	-1.3	2.0	2.5	-4.0	7.6
O=C(CSc1ccc2ccccc2c1)NCCc1ccc(O)c(O)c1	4.4	4.0	5.6	21.8	2.4	26.8*	10.8	-12.4	-4.3
O=C(NCc1ccc2c(c1)OCO2)C(=O)NCC1OCCCN1S(=O)(=O)c1cc(F)ccc1F (centres undefined)	-1.9	-1.8	8.8	-2.8	0.1	4.2	2.8	-2.8	6.9
COc1ccccc1CN1CCNC(=O)C1CC(=O)N(C)Cc1nc(C)cs1 (centres undefined)	-0.9	4.1	-3.3	8.2	-0.1	3.5	3.2	-2.2	-4.5
C=CCn1c(SCC(=O)N(CC)C2CCS(=O)(=O)C2)nc2ccccc2c1=O (centres undefined)	-3.7	-5.7	1.7	-2.4	-1.9	5.4	5.2	-7.9	1.9
COc1ccc(NC(=O)CSC2=NC(=O)CC(C)=N2)cc1	0.1	-0.5	2.0	-2.2	-5.1	3.7	3.5	5.2	5.5
NC(=O)c1cc(S(=O)(=O)NCCCc2ccco2)cs1	7.3	8.4	10.0	-1.0	0.8	2.8	13.5	1.1	-7.6
COc1ccc(OC)c(C(=O)C2COC(=O)C2)c1 (centres undefined)	2.4	-8.9	7.6	4.4	-2.8	3.9	-1.2	11.1	-3.7
Cc1cc(C)cc(NC(=O)c2sc3nc(C)cc(C)c3c2N)c1	3.1	2.9	11.1	-1.1	-0.2	9.0	0.0	20.0	7.8
Cc1nc2scc(C)n2c(=O)c1S(=O)(=O)NCc1ccccc1	11.0	-7.9	-2.0	-3.6	-1.1	-0.1	3.3	-7.0	-6.9
CN1CC2(Cc3c1ccc1ccccc31)C(=O)OC(C)(C)OC2=O	2.9	5.8	16.6	3.2	-3.9	5.9	1.1	12.1	1.9
Cc1ccc(C)c(NC(=S)NCCN2CCOCC2)c1	-2.2	4.7	-5.6	-0.7	0.3	3.0	-1.1	8.5	12.5
COc1ccc([N+](=O)[O-])cc1NC(C)C	-1.6	-0.4	4.0	15.4	-3.4	-2.0	1.1	-6.7	-14.2
COCCN1C(=O)c2ccccc2C(C(=O)Nc2ccc3c(c2)OCCO3)C1c1ccc(F)cc1 (centres undefined)	-0.5	-5.7	2.3	0.7	0.0	0.0	9.7	2.5	-6.8
CCCCOc1ccc(C(=O)NCC(=O)NNC(=O)c2ccco2)cc1	.	1.9	6.0	14.6	.	-0.8	10.6	.	.
Cc1ccccc1NC(=O)Cc1nc(-c2c[nH]c(C(=O)N3CCCC3)c2)cs1	-1.4	40.4*	-0.6	4.9	-4.1	22.5	2.8	9.5	.
c1ccc(C(c2ccccc2)c2ccn[nH]2)cc1	4.8	3.2	2.3	18.2	3.9	1.8	27.1*	4.1	5.2
c1cn(CCCNC2CCCCCCC2)cn1	-2.0	-6.9	-0.3	8.6	-0.7	1.1	-0.4	-5.3	-5.3
O=C(Nc1ccccc1)c1ccc(NCc2ccco2)c(S(=O)(=O)N2CCOCC2)c1	-4.7	-8.8	11.3	8.6	-5.2	8.7	3.5	2.2	12.9
CN1CCN(NS(=O)(=O)c2ccc(Cl)s2)CC1	3.3	-6.4	5.7	13.5	0.6	0.5	-0.8	11.2	6.6
O=C(O)CCC(NC(=O)OCc1ccccc1)C(=O)O (centres undefined)	5.3	8.1	8.0	1.2	2.5	1.5	2.9	18.9	-3.2
CC1CSc2nc3sc4c(c3c(=O)n21)CCCC4 (centres undefined)	9.9	6.4	5.2	-5.2	1.9	2.0	2.4	-6.0	4.3
CCc1ccc(OCC(=O)O/N=C(\N)c2cccnc2)cc1	2.7	.	.	15.1	0.1	4.1	.	0.4	-10.0
CC(C)=CCN1CCN(CCCn2cccn2)CC1CCO (centres undefined)	1.2	-0.7	-2.9	-0.6	-2.5	-0.8	0.9	-1.5	7.9
CCOC(=O)c1cc(C#N)c(NCc2ccccc2)nc1C	4.8	3.7	0.4	8.7	-1.3	7.8	1.1	12.3	9.2
CC(C)(C)Cc1nnc(NC(=O)c2cc(-c3ccccc3)nc3ccccc23)s1	-10.5	-5.3	9.9	-2.1	-5.0	-1.2	3.5	10.2	5.2
COc1ccc(/C(C)=N/NC(=O)c2nc(C)cc(C)n2)cc1	-1.6	6.8	-6.3	-1.1	-1.1	7.3	-1.3	-8.8	0.6
Cc1ccc(-c2cc(Cc3ccccc3)c(=O)[nH]n2)cc1	-2.3	.	.	-108.1	0.3	9.4	.	1.3	-3.5
CCOC(=O)NC(c1ccc(C(C)C)cc1)C(Cl)(Cl)Cl (centres undefined)	1.1	-14.4	6.2	-8.5	1.6	-0.7	3.4	-7.7	0.4
CC(C#N)(NC(=O)COC(=O)c1ccccc1NCCO)C1CC1 (centres undefined)	9.0	10.5	6.9	-9.0	3.9	-0.2	4.5	-7.2	-12.0
O=C(CN1CCc2ccccc2C1)Nc1ccc(F)cc1F	-5.8	-2.3	0.8	-3.6	-2.7	1.3	4.1	9.9	7.5
CCC(CO)NCc1ccc(-c2ccccc2)cc1 (centres undefined)	-4.2	-4.2	1.8	8.8	-2.9	4.4	-2.5	0.0	7.8
CCOc1cccc(-c2nnc3sc(COc4ccccc4)nn23)c1	3.9	5.8	3.1	-0.7	-4.0	3.9	5.5	-1.0	1.8
O=S1(=O)N=C(Nc2nncs2)c2ccccc21	2.0	-0.9	1.9	4.3	-0.1	-7.2	4.3	-11.0	-9.2
Cc1cc(C)nc(Sc2ccc([N+](=O)[O-])cc2[N+](=O)[O-])n1	0.5	3.0	5.1	12.8	8.1	0.3	-0.4	-25.4	-0.2
COc1ccc(/C(C)=N/N=C2/NC(=O)CC(C(=O)O)S2)cc1F (centres undefined)	-2.6	4.9	1.7	16.0	1.3	-0.9	0.5	10.6	-5.8
Cc1cccc(-c2ncc(CN3CCC(CO)(CCCc4ccccc4)CC3)cn2)c1	14.3	-3.3	8.1	-5.9	1.5	-5.4	4.1	-4.8	-16.1
CCOC(=O)C1(CCSC)NC(c2ccco2)C2C(=O)N(CC)C(=O)C21 (centres undefined)	-2.7	17.3	1.1	-15.7	-0.6	-4.5	-0.6	-3.0	-8.5
O=C(NC(N1CCOCC1)C(Cl)(Cl)Cl)c1ccco1 (centres undefined)	-9.0	.	.	4.3	4.2	-1.1	.	-1.8	-8.8
COc1ccc(-c2noc(COc3ccccc3OC)n2)cc1OC	-0.6	-1.6	0.3	1.9	-2.3	4.1	5.2	7.1	7.8
Cc1cc(C)cc(OCC(=O)NCCN2CCOCC2)c1	7.3	3.2	7.5	17.4	3.2	-0.4	3.1	-13.8	-5.4
CC(C)C(NC(=O)C12CC3CC(CC(C3)C1)C2)C(=O)O (centres undefined)	6.0	-1.6	-1.5	9.9	1.4	3.1	26.0*	4.6	9.5

More structures follow:
Structure	LYPLA2 counter	PAFAH2 FP inh	PAFAH1B3 inh	PREPL inhibitor	LYPLA1 counter	pPAFAH inh	PAFAH1B2 FP inh	ZTA DNA inh	EBNA-1 inh
COC(=O)CN1C(=S)N(c2ccccc2)C(=O)C1CC(=O)Nc1ccc(Cl)cc1 (centres undefined)	-5.1	-6.2	2.0	8.9	-3.3	2.2	2.1	-6.2	6.0
CS(=O)(=O)N(CC(=O)O)c1cc(Cl)cc(Cl)c1	7.2	-3.7	2.2	16.8	3.8	-2.5	0.5	-5.5	-7.0
O=C(O)CC(CC(=O)Nc1ccc(-c2ccccc2)cc1)c1ccccc1 (centres undefined)	4.2	3.0	-2.4	-1.9	2.3	7.1	-0.1	-7.0	-10.2
Cc1cc(C)cc(NC(=O)Cn2cnc3c(nnn3Cc3ccc(F)cc3)c2=O)c1	2.9	-6.1	10.1	5.6	-1.5	-4.1	-3.0	-27.6	-2.0

Arranged by the number under PAFAH1B3 inh (rising): three from the list above.
Molecule,PAFAH2 FP inh,PAFAH1B3 inh,PREPL inhibitor,pPAFAH inh,PAFAH1B2 FP inh,EBNA-1 inh
O=C(O)CC(CC(=O)Nc1ccc(-c2ccccc2)cc1)c1ccccc1 (centres undefined),3.0,-2.4,-1.9,7.1,-0.1,-10.2
CS(=O)(=O)N(CC(=O)O)c1cc(Cl)cc(Cl)c1,-3.7,2.2,16.8,-2.5,0.5,-7.0
Cc1cc(C)cc(NC(=O)Cn2cnc3c(nnn3Cc3ccc(F)cc3)c2=O)c1,-6.1,10.1,5.6,-4.1,-3.0,-2.0

Some of the compounds tested; count on the stated rates, not on these rows.
